Screening data: PubChem BioAssay, several laboratories
TRPM1 prom inh: MITF TRPM1 promoter inhibition in SK-MEL-5 cells | SK-MEL-5 TRPM1 promoter luciferase, 24 h | inhibition, % at 12.5 µM | hit rate 0.83% among 330,000 | AID 488899;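 active = mean inhibition across replicates of 60% or more, whatever share of single replicates reaches that level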; also: values of inactives mirror those of a sister screen read the other way
NR2E3 ag-1: NR2E3 (human) agonism; GST-NR2E3/biotin-RetCOR TR-FRET, 1536-well; inhibition of corepressor binding, % at 4.78 µM; hit rate 0.12% among 320,000; AID 2300;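 active = percent inhibition above the cutoff of mean plus 3 SD of all tested compounds, set per screening campaign, cut at about 20% in these data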;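 also: 0% = DMSO wells and 100% = biotin wells as full block of FRET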
Target sequence (Q9Y5X4 whole entry, looked up): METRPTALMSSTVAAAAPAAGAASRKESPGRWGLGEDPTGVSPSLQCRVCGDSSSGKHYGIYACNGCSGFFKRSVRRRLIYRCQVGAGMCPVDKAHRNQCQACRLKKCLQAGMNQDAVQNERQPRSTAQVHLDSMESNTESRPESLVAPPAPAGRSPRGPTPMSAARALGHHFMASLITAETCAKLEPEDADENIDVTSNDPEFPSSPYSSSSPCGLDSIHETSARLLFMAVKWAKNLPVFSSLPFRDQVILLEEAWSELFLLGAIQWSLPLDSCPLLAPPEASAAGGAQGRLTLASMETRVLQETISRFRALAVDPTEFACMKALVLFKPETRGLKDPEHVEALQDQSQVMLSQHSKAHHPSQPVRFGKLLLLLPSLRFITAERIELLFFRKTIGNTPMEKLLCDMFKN
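Material: NR2E3–RetCOR corepressor complex | Quantity: 1.35 nM GST-tagged NR2E3 final | Schedule: 5 h at 4 °C | Replication: Singlicate compound wells | Reagent: RetCOR corepressor, biotinylated, 7 nM | Controls: Biotin wells as high control, 0.6% DMSO wells as low control | Signal: TR-FRET, Eu(K)-anti-GST donor, streptavidin-D2 acceptor, ex 340, em 617/671 nm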
TWEAK Fn14 block: blocks TWEAK-Fn14 interaction in a reporter cell assay; AID 1159606; inhibition, % at 10 µM; hit rate 2% among 360,000; TWEAK-stimulated Fn14 reporter cells, luciferase luminescence, 8 h; in the data active = inhibition above about 50%
C8 TRAIL sens: caspase-8 TRAIL sensitization. AID 624354. hit rate 1% among 360,000. NB7+C8 cells + TRAIL, ATPlite viability luminescence. inhibition (viability loss, TRAIL sensitization), % at 10 µM;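 active = compounds causing at least 50% loss of cell viability in the single-dose screen, relative to plate controls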
Shn3 inh set2: reduces Shn3 3'UTR luciferase signal in osteoblasts. Clone20 osteoblast Shn3 3'UTR firefly luciferase, 24 h. inhibition, % at 12.5 µM. AID 588674. hit rate 0.52% among 360,000;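 active = mean inhibition of at least 75% with every replicate also reaching 75%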;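 also: 0% = median of neutral control wells and 100% = pilot-screen positive control compound; some compounds past the cut are filed as inactive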
NR2E3 ag-2: human photoreceptor-specific nuclear receptor agonism; AID 602229; inhibition of corepressor binding, % at 3.98 µM; CHO-S Gal4-NCOR/VP16-NR2E3 two-hybrid, luciferase; Q9Y5X4; hit rate 0.35% among 360,000;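 active = inhibition above the mean of all tested compounds plus 3 SD, cut at about 70% in these data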;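 also: 0% = DMSO with NR2E3 transfected cells and 100% = cells lacking NR2E3 construct; higher means lower luciferase signal from less NR2E3 corepressor binding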
TROY signal inh: inhibitors of TROY-dependent NF-kB signaling. AID 1347056. Q293 LMP1-TROYcd NF-kB luciferase reporter, 4 h. inhibition, % at 10 µM. hit rate 0.98% among 360,000;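 active = compounds whose plate-normalised and pattern-corrected inhibition of the luciferase reporter signal at the single screening dose is 50% or more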
CF NFkB block: blocks PAF-induced NF-kB reporter in cystic fibrosis cells; inhibition, % at 5 µM; KKLEB NF-kB-GFP reporter, GFP fluorescence overnight; AID 588850; hit rate 0.86% among 360,000;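 active = at least 50% inhibition at 5 µM, scaled per plate between neutral and stimulator controls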;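 also: PAF is a Pseudomonas aeruginosa culture filtrate used as stimulus; plate controls were PAF-stimulated DMSO wells for no effect and unstimulated DMSO wells for full effect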
KKLEB tox: counter-screen for CF NF-kB inhibitors: cytotoxicity; hit rate 0.36% among 360,000; KKLEB CF airway cells viability, ATPlite luminescence, overnight; active compounds read low; cells stimulated with P. aeruginosa culture filtrate; activity change (cytotoxicity), % at 5 µM; AID 602141;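 active = corrected activity change at or below -50% at 5 µM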
HIF-2a inh: HIF-2a inhibition; 786-0 RCC cells HIF-2a reporter, luciferase luminescence, overnight; inhibition, % at 18.8 µM; hit rate 0.72% among 360,000; AID 624352;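 active = inhibition of the luminescence signal of 40% or more relative to plate controls, in a single-dose primary screen at 18.75 µM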
Peg3 prom inh: inhibitors of Peg3 promoter. hit rate 1.7% among 360,000. HeLa PEG-Prom luciferase reporter, luminescence, overnight. AID 588405. inhibition, % at 20 µM;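 active = inhibition of at least 50% at 20 µM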
* hit, by the source's call; / = no result given.

Every second line gives: TRPM1 prom inh	NR2E3 ag-1	TWEAK Fn14 block	C8 TRAIL sens	Shn3 inh set2	NR2E3 ag-2	TROY signal inh	CF NFkB block	KKLEB tox	HIF-2a inh	Peg3 prom inh
Cc1ccc(S(=O)(=O)N(CC(=O)c2ccc(Cl)cc2)C(=O)N2CCN(C)CC2)cc1
    4	4	2	-6	-3	-2	-8	-15	10	-6	-10
CN(C(=O)COC(=O)COc1ccc(N(C)S(=O)(=O)c2ccc(Cl)cc2)cc1)c1ccccc1
    /	/	2	-8	3	-24	2	-5	16	24	-3
COc1cc(-c2cc(C(=O)Nc3ccc(N4CCOCC4)cc3)c3ccccc3n2)cc(OC)c1OC
    1	0	16	21	18	10	-3	-36	-5	-4	22
Cc1cn([C@H]2C[C@H](O)[C@@H](CNC/C=C/c3ccccc3[N+](=O)[O-])O2)c(=O)[nH]c1=O
    /	/	-4	1	8	11	-14	23	-4	22	23
CCC(C)(C)C1CCc2[nH]nc(C(=O)NCc3ccc(Cl)cc3)c2C1 (stereo not drawn)
    7	-2	-33	21	10	-24	5	-1	10	1	26
O=C(C1=C(O)C(=O)N(CCN2CCOCC2)C1c1cccc([N+](=O)[O-])c1)c1cc2ccccc2o1 (stereo not drawn)
    /	/	-12	1	51	1	0	10	1	4	-2
CCOc1ccc(CN2CCN(C3CCSCC3)CC2CCO)cc1 (stereo not drawn)
    1	7	7	-18	-7	-9	-4	0	-4	3	9
COCCNCCCCOc1ccc(C)cc1[N+](=O)[O-]
    0	1	-11	-10	-10	-3	15	14	0	19	-5
COc1ccccc1Nc1nc(C2(C)CCC(=O)O2)cs1 (stereo not drawn)
    -25	4	-28	6	-10	-39	-27	-12	8	-127	-135
COC(=O)[C@]1(Cc2ccccc2)N[C@H](CN(C)C(=O)c2ccc(C)cc2)[C@@H]2C(=O)N(Cc3ccccc3)C(=O)[C@@H]21
    10	/	7	1	-8	6	-12	9	-2	6	13
c1ccc(Oc2nnc(-c3cccs3)c3ccccc23)cc1
    0	4	10	-1	10	-12	10	-4	-6	2	22
CC(=O)n1cc([C@@H]2C=C(C(=O)N3CCN(C)CC3)O[C@H](OCc3ccc(CO)cc3)C2)c2ccccc21
    12	3	-15	1	16	6	-8	6	-2	8	10
O=C(NC1CCCCC1)C(c1ccncc1)N(Cc1ccc2c(c1)OCO2)C(=O)C(F)(F)F (stereo not drawn)
    -9	2	1	2	-11	-30	6	5	-2	1	3
CCOc1ccc(-n2nnnc2SCC(=O)NC2CCCC2)cc1
    -1	-1	25	7	19	-15	8	-2	12	17	10
CC(C)N1CCc2c(sc(NC(=O)Cc3ccccc3)c2C#N)C1
    /	3	10	-14	-3	-3	1	16	-6	-7	5
Cc1ocnc1C(=O)Nc1ccc(Cl)cc1
    -38	3	-18	-1	-40	-75	-31	-12	14	-252	-210
CCOc1ccc(NC(=O)CSc2nc3c(c(=O)n2C)SC(C)C3)cc1 (stereo not drawn)
    13	-1	0	25	23	-23	2	-2	6	-6	0
COCCCNC(=O)c1c(N)n(-c2ccc(S(N)(=O)=O)cc2)c2nc3ccccc3nc12
    -4	0	0	-3	9	-10	-4	-11	2	-2	11
CCc1ccc(C2C(C#N)=C(N)Oc3cc(N)ccc32)cc1 (stereo not drawn)
    -5	-2	21	14	-10	-6	9	8	3	13	50*
O=C(CNC(=O)c1ccc(Cl)cc1Cl)OCc1cn2cc(Br)ccc2n1
    3	/	-8	9	-7	-47	-10	22	-18	6	-10
COC(=O)Cn1c(=O)cnc2ccccc21
    -1	2	5	-10	-8	-10	3	-13	-5	3	-4
CCS(=O)(=O)c1ccc2c(c1)N(S(=O)(=O)c1ccc(OC)cc1)CC(C(=O)O)O2 (stereo not drawn)
    6	2	2	-4	-21	-6	-6	8	-29	11	-1
N#Cc1c(/N=C/c2ccco2)sc2c1CCCCC2
    -5	-2	14	3	-18	6	7	12	-10	-203	-356
O=C(c1ccc(Cl)c(S(=O)(=O)NCc2ccco2)c1)N1CCN(c2ccc(F)cc2)CC1
    13	1	4	-12	2	-16	12	-4	1	7	15
CCOc1ccccc1NC(=O)/C(C#N)=C/c1c(C)nn(-c2ccccc2)c1Cl
    1	0	8	3	-9	-25	-11	14	1	15	-13
O=C(NCc1cccnc1)c1cc(C2CCCCN2C(=O)c2ccccc2)on1 (stereo not drawn)
    /	/	1	-3	-5	9	5	-12	4	2	3
C/C(=N\Nc1nc(-c2cc(C)ccc2C)cs1)c1cc2ccccc2oc1=O
    5	2	4	10	-4	-13	1	5	8	16	14
CCCN1CCC(NC(=S)Nc2cccc(Cl)c2Cl)CC1
    0	1	-3	4	-6	-4	-5	0	-7	9	-2
Cc1nc2nc(SCC(=O)NCCCN3CCCC3)nn2c(C)c1Cc1ccccc1Cl
    -21	5	-5	7	20	-21	4	10	-16	10	-6
Cc1ccc(NC(=O)c2nc[nH]c2C(=O)N(C)Cc2ccccc2)cc1
    -20	1	2	1	3	-29	-43	-56	31	-158	-48
CCc1nn(C(C)C(=O)NCc2cccc(OC)c2)c(=O)c2cc3occc3n12 (stereo not drawn)
    14	-2	-2	6	1	-3	9	-36	19	8	4
O=C(Cn1cnc(S(=O)(=O)N2CCCCC2)c1)Nc1ccc(OC(F)(F)F)cc1
    7	1	19	8	8	-18	-14	-11	2	4	2
CC(C)(C)OC(=O)N1CCC[C@H]1c1nnc(SCc2c(Cl)cccc2Cl)o1
    -1	-3	-3	-13	13	11	-3	-2	-13	24	27
C[C@@H]1CN([C@@H](C)CO)C(=O)c2cc(NC(=O)C3CCCCC3)ccc2O[C@@H](C)CCCCO[C@@H]1CN(C)Cc1ccncc1
    /	/	9	-3	3	-14	-4	8	-10	0	-4
Cc1nnc(SCC(=O)NCc2ccc(Cl)cc2)[nH]c1=O
    2	0	0	-5	-20	-9	1	-18	14	8	-5
CC12C(=O)N(CCC(=O)O)C(=O)C1C1C=CC2C1 (stereo not drawn)
    0	-2	-15	4	-23	-5	12	-3	-7	9	-5
OC(COc1ccc(Br)cc1)CN1CCN(c2ccccc2)CC1 (stereo not drawn)
    7	5	-16	3	6	7	11	9	-3	18	20
O=C(CSc1nnnn1-c1cccnc1)Nc1ccc(F)cc1F
    5	-1	30	-30	-10	7	-35	-2	0	2	9
Cc1ccc(S(=O)(=O)n2nc(-n3c(C)ccc3C)c3c(F)cccc32)c2ccccc12
    /	0	-11	13	19	0	8	-6	-12	28	15
Cc1ccc(-c2csc3ncnc(N4CCN(Cc5ccccc5)CC4)c23)cc1
    8	0	-38	12	23	4	7	29	-4	19	25
CCOC(=O)CSc1cccc2cccnc12
    52	1	-46	9	23	23	-12	-1	-2	8	22
Cc1cc(C)n(-c2nc3ccccc3nc2N2CCN(S(=O)(=O)c3ccc4ccccc4c3)CC2)n1
    25	-5	1	18	-22	-29	-24	15	-8	12	34
COc1ccc(Cn2cnc([N+](=O)[O-])c2)cc1[N+](=O)[O-]
    -1	4	16	10	10	7	5	13	6	10	6
S=C(Nc1ccc(Br)cc1Cl)Nn1cnnc1
    -8	3	7	-5	-16	23	-5	-7	0	-6	-11
COc1ccccc1C(=O)NNC(=O)CN1C(=O)c2ccccc2C1=O
    -4	0	15	-12	0	4	16	1	13	11	12
NS(=O)(=O)c1ccc(CNC(=O)/C=C/c2cccc([N+](=O)[O-])c2)cc1
    2	1	-1	3	17	14	-2	-22	8	11	5
CC(C)c1ccc(C2NC(=S)NC3=C2C(=O)CC(C)(C)C3)cc1 (stereo not drawn)
    -16	0	2	-9	13	6	18	8	2	12	-5
Cc1ccc(/C=C/C(=O)OCn2nnc3ccccc3c2=O)o1
    10	2	-5	2	-7	5	-24	6	-10	-2	-8
COc1n[nH]c(C(=O)Nc2nc3ccccc3s2)c1[N+](=O)[O-]
    15	0	9	3	-44	-87	22	-2	-3	-154	-195
O=C1CC(c2ccsc2)c2ccc3ccccc3c2N1 (stereo not drawn)
    -2	-1	-12	-8	0	-24	2	-2	0	-77	-18
O=C1c2ccccc2S(=O)(=O)N1CC1CC(c2ccccc2Cl)=NO1 (stereo not drawn)
    -101	2	-3	19	-83	-119	-50	2	3	-163	-283
O=C1NCCC/C1=N/Nc1cc(F)ccc1F
    -62	3	-18	-5	-67	-57	-1	-14	3	-93	-187
CS(=O)(=O)NN1C(=O)c2ccccc2NC1c1cccc(O)c1 (stereo not drawn)
    3	-1	-26	0	22	4	-1	-3	-9	0	-4
O=C(C[C@@H]1C/C=C\C[C@@H](NC(=O)OCC2c3ccccc3-c3ccccc32)C(=O)OC[C@@H](Cc2ccccc2)NC1=O)NCCO
    -4	/	-6	-7	58	-7	3	-4	7	14	22
C=CCCC1CN(Cc2ccco2)S(=O)(=O)c2c(F)cccc2O1 (stereo not drawn)
    -2	/	3	13	11	-8	8	6	7	-5	-4
Cc1nnc(SCC(=O)c2c(N)n(Cc3ccccc3)c(=O)n(C)c2=O)n1C
    -2	4	-18	-23	6	-12	13	1	3	18	6
COc1ccc(C(=O)c2oc3ccccc3c2NC(C)=O)cc1
    -14	2	6	26	1	-14	18	-4	-7	-80	-1
COc1ccc(NS(=O)(=O)c2cc(C(=O)O)ccc2C)cc1
    0	1	9	11	-21	6	-25	0	-3	6	11
Cc1cc(C)cc(C(=O)N2CCCCCC2)c1
    -3	1	0	-15	0	-11	4	7	10	6	7
Cc1cc(C)c(C=NNc2nc3c([nH]2)c(=O)n(C)c(=O)n3C)c(C)c1
    -21	/	-23	-3	12	-19	-16	1	-4	6	-8

Other entries.
Every second line gives: TRPM1 prom inh	NR2E3 ag-1	TWEAK Fn14 block	C8 TRAIL sens	Shn3 inh set2	NR2E3 ag-2	TROY signal inh	CF NFkB block	KKLEB tox	HIF-2a inh	Peg3 prom inh
Cc1cc(=O)[nH]c(SC/C=C/c2ccccc2)n1
    11	3	17	3	-25	-6	-6	-7	13	-31	-23
C[C@@H](NC(=O)[C@@H]1Cc2ccccc2CN1C(=O)OC(C)(C)C)C(=O)NC1CCCC1
    -3	0	-4	-8	-5	12	-22	-10	1	1	-7
Cn1c2ccccc2c2nnc(SCC(N)=O)nc21
    1	-2	-16	-3	-9	9	-5	4	-6	7	-3
COc1ccc(-n2c(=O)[nH]cc(C(=O)Nc3ccccc3)c2=O)cc1
    -2	3	-3	-7	7	11	0	-4	3	-13	-6
CCN(CC)Cc1oc(-c2ccccc2)cc1C(=O)O
    2	0	-5	0	5	-3	3	-2	6	15	8
O=C(OCC(=O)N1CCCC1)c1cc(F)c(F)cc1Cl
    -2	-3	2	-2	0	-32	-5	-2	-5	-6	-27

A portion of the library, so the mix of outcomes need not match the whole.
